# STAT1 act: STAT1 signaling activators, primary screen, cell-based, HTS, luciferase reporter | NIH 3T3 STAT1-luciferase reporter, IFN-gamma, luminescence; 100% = IFN-gamma alone, no compound | hit rate 2.6% among 200,000 | AID 932, 2007 | activation (% of control), % at 5.5 µM;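 active = activation above the screen-wide mean activation plus 3 SD, cut at about 130% in these data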;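 also: raw ratio to IFN-gamma control signal so 100% means no change and 0% no light; values of inactives mirror those of a sister screen read the other way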
# TLR4-MyD88 BLA: inhibitors of TLR4-MyD88 association in cells, primary screen, cell-based, HeLa CL3-4, BLA complementation, FRET ratio; AID 861, 2007; Toll-like receptor 4 (Homo sapiens) + Myeloid differentiation primary response protein …; hit rate 0.18% among 200,000; inhibition, % at 8.4 µM; HeLa CL3-4 TLR4/MyD88 BLA complementation; in the data active = inhibition above about 25%;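 also: 0% = vehicle and 100% = reference inhibitor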
# Target sequence (O00206 whole entry, looked up): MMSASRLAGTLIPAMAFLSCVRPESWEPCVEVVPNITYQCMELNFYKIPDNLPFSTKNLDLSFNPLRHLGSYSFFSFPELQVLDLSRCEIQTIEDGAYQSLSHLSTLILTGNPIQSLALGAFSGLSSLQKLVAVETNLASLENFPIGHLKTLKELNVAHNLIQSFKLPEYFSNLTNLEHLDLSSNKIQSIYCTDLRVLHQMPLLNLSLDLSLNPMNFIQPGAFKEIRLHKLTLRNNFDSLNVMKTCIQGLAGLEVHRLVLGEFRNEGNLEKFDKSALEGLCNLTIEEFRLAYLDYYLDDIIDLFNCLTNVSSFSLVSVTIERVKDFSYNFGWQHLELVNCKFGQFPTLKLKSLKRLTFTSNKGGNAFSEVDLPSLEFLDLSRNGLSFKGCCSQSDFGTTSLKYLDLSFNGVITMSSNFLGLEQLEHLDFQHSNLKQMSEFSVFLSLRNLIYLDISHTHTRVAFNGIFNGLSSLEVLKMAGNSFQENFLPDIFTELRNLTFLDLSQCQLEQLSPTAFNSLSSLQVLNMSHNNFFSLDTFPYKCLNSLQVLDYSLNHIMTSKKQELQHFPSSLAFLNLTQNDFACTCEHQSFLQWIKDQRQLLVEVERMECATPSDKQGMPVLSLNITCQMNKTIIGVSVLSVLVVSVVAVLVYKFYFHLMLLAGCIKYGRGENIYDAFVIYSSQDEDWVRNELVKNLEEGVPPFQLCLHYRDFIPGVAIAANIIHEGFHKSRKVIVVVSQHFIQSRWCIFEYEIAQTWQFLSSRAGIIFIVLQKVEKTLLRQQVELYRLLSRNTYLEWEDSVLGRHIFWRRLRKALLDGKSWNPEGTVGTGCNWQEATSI
# Target sequence (Q99836 whole entry, looked up): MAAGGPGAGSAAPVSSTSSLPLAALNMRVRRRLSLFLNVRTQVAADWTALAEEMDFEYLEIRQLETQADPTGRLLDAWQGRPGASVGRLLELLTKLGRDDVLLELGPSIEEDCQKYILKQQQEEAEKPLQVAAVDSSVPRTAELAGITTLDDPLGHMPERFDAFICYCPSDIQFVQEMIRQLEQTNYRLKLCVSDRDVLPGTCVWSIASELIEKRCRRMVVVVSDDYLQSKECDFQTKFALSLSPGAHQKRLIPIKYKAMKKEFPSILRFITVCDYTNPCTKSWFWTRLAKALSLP
# Hsp70 act: Hsp70 transcriptional activators, primary screen, cell-based, HeLa, Hsp70 promoter luciferase, luminescence, 10 µM. HeLa Hsp70 promoter luciferase reporter; scaled: vehicle 0, proteasome-inhibitor control 100%. activation, % at 10 µM. hit rate 0.04% among 200,000;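 active = activation above the mean across all tested compounds plus 3 SD, cutoff set per campaign, cut at about 5.5% in these data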;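 also: 100% = MG132 at 30 µM as the positive control and 0% = DMSO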
# Diaphorase act: compounds boosting diaphorase resazurin reduction – biochemical, uHTS, resorufin fluorescence, counter-screen for diaphorase-coupled primary assays, primary screen. hit rate 0.005% among 190,000. Diaphorase/resazurin coupled assay, 16 min; hits give high values; 1 = vehicle wells, 0 = NADH-free wells. activation factor at 20 µM;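 active = diaphorase activity raised at least twofold by the compound at 20 µM; inactive = activation factor below 2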
#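 Material: purified diaphorase enzyme from Clostridium kluyveri; Also added: 0.114 mM NADH and 0.1 mM resazurin, final amounts; Doses: single compound dose of 20 µM, 1% DMSO final; Times: 16 min enzyme reaction, ambient temperature; Detection: resorufin fluorescence, excitation 544 nm, emission 590 nm; Measure: increased resorufin signal from activators or reducing compounds.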
# STAT1 blocker: STAT1 signaling inhibitors, primary screen, cell-based, HTS, luciferase reporter. hit rate 0.35% among 200,000. NIH 3T3 STAT1-luciferase reporter, IFN-gamma, luminescence. inhibition, % at 5.5 µM;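 active = inhibition above a set limit, the mean inhibition across all tested compounds plus 3 SD, cut at about 34% in these data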;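 also: 0% = IFN-gamma with DMSO and 100% = IFN-gamma with 300 µM nifuroxazide; values of inactives mirror those of a sister screen read the other way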
# STAT3 inh: IL-6 driven STAT3 reporter inhibitors, primary screen, U3A cells, luciferase, luminescence, MLSCN library; IL-6 STAT3-luciferase reporter; host cell line lacks STAT1; AID 862, 2007; hit rate 0.89% among 190,000; inhibition, % at 5.5 µM;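 active = inhibition above the mean inhibition across all screened compounds plus 3 SD, cut at about 44% in these data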;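 also: 0% = DMSO only wells and 100% = 100 µM nifuroxazide control wells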
# G6PDH counter: L. mesenteroides G6PDH inhibitors, counter-screen for G6PDH-coupled screening assays, biochemical, Leuconostoc mesenteroides enzyme. inhibition, % at 5 µM. hit rate 0.12% among 200,000. AID 1020, 2008. Purified L. mesenteroides G6PDH, diaphorase/resazurin coupled fluorescence, 45 min. glucose-6-phosphate dehydrogenase [Leuconostoc mesenteroides]; in the data active = inhibition above about 50%
# Diaphorase inh: diaphorase inhibitors and chemical oxidizers, primary screen, counter-screen for diaphorase-coupled primary assays, biochemical, uHTS, resorufin fluorescence. AID 1217, 2008. inhibition, % at 20 µM. hit rate 0.69% among 190,000. diaphorase resazurin-to-resorufin fluorescence, NADH, 16 min; bacterial (C. kluyveri) enzyme, not human;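 active = primary screen inhibition at 20 µM above a set limit, cut at about 50% in these data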;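 also: plate controls were DMSO with full reaction for no effect and wells lacking NADH for full effect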
#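 System: Bacterial diaphorase enzyme (C. kluyveri) | Incubation: 16-min room-temperature incubation before reading | Benchmarks: No-NADH positive control and DMSO neutral control | Measured by: Resorufin fluorescence 544/590 nm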
# STAT3 act: IL-6 driven STAT3 reporter potentiators, primary screen, U3A cells, luciferase, luminescence, MLSCN library; activation (% of control), % at 5.6 µM; hit rate 0.91% among 190,000; IL-6 STAT3-luciferase reporter; 100% = signal with IL-6 EC80 alone; AID 871, 2007;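 active = activation above the screen-wide mean of compound activation plus 3 SD, cut at about 130% in these data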;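 also: 0% = background luminescence of wells with medium and substrate only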
#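 Test system: human U3A cells carrying STAT3-luciferase construct; control set: IL-6-only wells as 100% reference; timing: compound pre-incubation 1 h before IL-6, then 6 h stimulation at 37 °C; also added: IL-6 stimulus at 33 ng/mL final; evaluation: % activation versus median of IL-6-stimulated wells; detection: reporter luminescence signal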
# APP 5UTR inh: inhibitors of APP translation via 5'UTR reporter, primary screen, APP 5'UTR luciferase, SH-SY5Y cells | hit rate 0.82% among 190,000 | inhibition, % at 2 µM | SH-SY5Y APP 5'UTR-luciferase reporter, luminescence | AID 1285, 2008;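 active = inhibition above a set limit, derived from the sample mean plus 3 SD, cut at about 45% in these data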; also: values of inactives mirror those of a sister screen read the other way
# Active calls of the source: *; . = no result given. Hits appear at their usual frequency, and some 6.1% of all compounds hit somewhere here.
SMILES,STAT1 act,TLR4-MyD88 BLA,Hsp70 act,Diaphorase act,STAT1 blocker,STAT3 inh,G6PDH counter,Diaphorase inh,STAT3 act,APP 5UTR inh
O=C(c1ccc(S(=O)(=O)N2CCOCC2)cc1)N1CCN(c2ccccc2F)CC1,101,-10,0.3,0.8,-1,4,-5,18,99,-4
NC(=O)c1ccccc1NC(=S)NC(=O)c1ccc(Br)o1,126,-8,-0.3,0.9,-29,-4,10,14,107,15
CC1=CC(=O)C=CC1(C)C(Cl)Cl (configuration not stated),109,8,-0.2,1,-10,-8,2,4,108,6
Cc1cc(C)cc(OCC(=O)N/N=C/c2ccc([N+](=O)[O-])o2)c1,89,6,0.0,0.9,11,31,6,12,81,-1
COc1ccc(SCC(=O)Nc2ccccc2Cl)cc1,98,3,-0.1,0.9,2,8,14,8,101,-1
CCOc1ccc(C2C(C(=O)O)c3ccccc3C(=O)N2CCN2CCOCC2)cc1 (configuration not stated),104,-10,-0.3,1.1,-4,-4,5,-7,106,12
COCc1cc(C)nc2oc(C(=O)c3ccccc3)c(N)c12,102,-3,0.0,0.8,-2,9,0,19,92,2
COC(CNC(=O)[C@H](CSCc1ccccc1)N1Cc2ccccc2C1=O)OC,90,13,0.2,1,10,2,9,2,101,-9
CC(C)(C)c1nnc2sc(SCC(=O)N3CCCc4ccccc43)nn2c1=O,103,9,-0.1,0.8,-3,6,9,16,102,3
Cc1ccc(C)c(NC(=O)COC(=O)c2ccc3c(c2)OCO3)c1,103,-13,0.0,1.1,-4,8,5,-8,95,16
COn1c(-c2ccccc2)nc2ccc(Cl)cc21,124,-6,0.0,0.9,-26,15,0,14,92,.
COc1ccccc1-c1c(C#N)c(SCC(=O)N2CCCC2)nc(C)c1C(N)=O,103,2,0.1,0.9,-4,-5,16,13,109,8

# Profiles from above:
# `COC(CNC(=O)[C@H](CSCc1ccccc1)N1Cc2ccccc2C1=O)OC` in the list: STAT1 act = 90; TLR4-MyD88 BLA = 13; Hsp70 act = 0.2; Diaphorase act = 1; STAT1 blocker = 10; STAT3 inh = 2; G6PDH counter = 9; Diaphorase inh = 2; STAT3 act = 101; APP 5UTR inh = -9
# `O=C(c1ccc(S(=O)(=O)N2CCOCC2)cc1)N1CCN(c2ccccc2F)CC1` in the list: STAT1 act = 101; TLR4-MyD88 BLA = -10; Hsp70 act = 0.3; Diaphorase act = 0.8; STAT1 blocker = -1; STAT3 inh = 4; G6PDH counter = -5; Diaphorase inh = 18; STAT3 act = 99; APP 5UTR inh = -4

# The results go on:
SMILES,STAT1 act,TLR4-MyD88 BLA,Hsp70 act,Diaphorase act,STAT1 blocker,STAT3 inh,G6PDH counter,Diaphorase inh,STAT3 act,APP 5UTR inh
Cc1cc(Br)ccc1SCC(=O)Nc1cccnc1,99,22,-0.2,0.8,2,9,3,20,93,6
CCN(c1ccccc1)S(=O)(=O)c1ccc(NC(=S)NC(=O)c2cccs2)cc1,100,4,0.4,0.8,0,20,8,21,91,5
Cc1cc(C)n(-c2nc(NCC(C)O)c3c4c(sc3n2)CCCC4)n1 (configuration not stated),103,5,0.3,1,-3,7,11,0,98,4
Cc1ccc2nc(C(F)C(F)(F)F)[nH]c2c1 (configuration not stated),115,-2,-0.3,1,-19,10,8,4,93,-11
Cn1c(=O)cc(OCC(=O)N2CCC(N3CCCCC3)CC2)c2ccccc21,101,-16,-0.1,0.9,-1,11,-6,6,98,-9
OCCC1CN(Cc2ccc3nonc3c2)CCN1Cc1ccsc1 (configuration not stated),106,4,-0.3,1,-8,4,8,-4,100,-20
COc1ccccc1NC(=O)Nc1ccc(C(N)=O)cc1,105,4,0.5,1.2,-6,-1,4,-16,113,-19
c1ccc(Oc2cccc(OCCCn3cncn3)c2)cc1,99,7,-0.3,0.9,1,5,9,8,97,-18
Cc1nn(C)c(C(=O)N2CCc3ccccc32)c1Cl,90,22,0.0,0.9,11,-48,4,7,144*,9
O=C(NC(=S)Nc1nc2c(s1)CCCC2)c1ccccc1,121,10,-0.1,0.8,-24,-61,6,20,148*,-191
Cc1ccc(NC2(C#N)C(=O)Nc3ccccc32)cc1 (configuration not stated),100,5,-0.3,1,1,-8,5,-4,104,-12
CCOC(=O)C1CCCN(c2c(N3CCC(N4CCCCC4)CC3)c(=O)c2=O)C1 (configuration not stated),99,1,-0.4,0.7,1,3,5,27,101,11
Cc1nnc(N2CCCCC2)c2ccccc12,100,18,-0.1,0.9,0,11,-12,14,93,5
O=C(Nc1sc2c(c1C(=O)O)CCCCC2)c1ccco1,122,13,0.0,0.9,-24,6,-3,14,98,-79
COc1ccc(C2=NN(C(=O)CCC(=O)O)C(c3cccs3)C2)cc1 (configuration not stated),103,-8,-0.2,0.9,-5,1,20,11,101,-11
COc1ccc(C(O)(c2ccccc2OC)C(CN2CCOCC2)c2ccccc2)cc1 (configuration not stated),99,-4,-0.2,1,0,3,4,2,104,2
O=C(c1cc(-c2ccc3c(c2)OCO3)on1)N1CCN(c2ccccc2)CC1,126,8,0.0,1,-28,-10,3,4,111,-105
Cc1cccc(N2CCN(C(=O)c3cc(S(=O)(=O)N(C)C)ccc3N3CCCC3)CC2)c1C,100,-9,0.5,0.8,0,-7,-7,17,106,-8
CC/C(C)=N/N1C(=O)c2ccccc2NC1(C)CC (configuration not stated),101,-7,0.1,1,-3,7,10,1,102,-13
O=C(CSCC(=O)OCC(=O)c1ccc(Br)cc1)Nc1cccc2ccccc12,106,7,-0.1,0.8,-6,-17,-2,21,120,-9
CCOc1cc(-c2cc(-c3ccc(N)cc3)nc(N)c2C#N)ccc1O,97,10,-0.4,0.9,3,2,4,12,101,-14
CN(CCC#N)C(=O)COC(=O)c1ccc(Cl)c(S(=O)(=O)N(C)c2ccccc2)c1,102,6,-0.2,0.9,-4,17,7,12,91,7
CCC(=O)c1ccc(O)c(CC=C(C)C)c1,99,-2,0.1,0.9,1,5,5,14,101,8
Nc1ccc(C23CC4CC(CC(C4)C2)C3)cc1,106,1,0.0,0.8,-8,10,2,16,97,-20
COc1cccc(-n2c(SCC(=O)N3CCc4ccccc43)nnc2-c2c[nH]c3ccccc23)c1,95,1,-0.2,0.9,5,-4,9,5,103,14
CCCCOC(=O)c1ccc(NC(=O)CSc2nncn2C)cc1,113,-5,0.2,0.8,-14,-4,19,19,106,3
CCOc1ccc(N(CC(=O)NCc2cccs2)S(=O)(=O)c2c(C)noc2C)cc1,101,-14,0.0,0.9,-2,-2,-7,13,106,-9
Clc1ccccc1Cn1nnc2c(Nc3ccccc3)ncnc21,98,8,-0.4,0.9,1,26,5,14,83,-20
Nc1nc(-c2nc3ccccc3[nH]2)cs1,140*,-16,0.3,0.9,-43,20,-6,8,86,-140
O=C(CC1(O)C(=O)N(Cc2cccc3ccccc23)c2ccccc21)c1cccnc1 (configuration not stated),108,-13,0.8,0.8,-6,-4,14,21,103,56*
CCOC(=O)N1CCN(C(=O)c2cn(CC(C)C)c(=O)c3c2c2ccccc2n3C)CC1,98,-5,-0.4,1,2,-2,8,4,106,-13
COc1cc(-c2nnc(-c3ccc(N4CCOCC4)cc3)o2)cc(OC)c1OC,101,-6,0.1,1,-1,8,6,-1,101,-1
COc1ccc(/C=N/NC(=O)c2ccc(N)cc2)cc1Cn1cc([N+](=O)[O-])cn1,102,-10,-0.3,1,-4,-2,-6,5,106,12
CCOc1ccc(N(CC(=O)NC2CCCC2)C(=O)CSc2nnc(COc3ccccc3)o2)cc1,99,4,-0.3,0.9,1,12,5,6,95,-9
O=C(Nc1cccc2ccccc12)N1CCN(c2ccccc2)CC1,101,4,-0.3,0.9,-2,4,18,12,99,6
C/C(=N\NC(=S)Nc1cccc(C)c1)c1cc2ccccc2o1,110,5,-0.1,0.9,-13,0,-2,11,104,1
O=C(O)c1cccc(N/N=C/c2cccnc2)c1,63,0,0.6,1,40*,38,4,5,72,-87
CCCC(=O)NCCSC,96,2,-0.2,1,5,19,14,4,89,6
Cc1cc(C)cc(NC(=O)c2cc(S(=O)(=O)NCc3ccco3)ccc2F)c1,99,-8,-0.2,0.8,2,6,6,19,100,-6
C/C=C(/C)C(=O)O[C@@H]1c2c(ccc3ccc(=O)oc23)O[C@@H]1C(C)(C)OC(=O)/C(C)=C\C,95,-12,0.1,0.8,6,0,15,23,98,18
CC1=NN(c2ccc(N)cc2)C(=O)C1,97,3,-0.3,0.8,3,-19,1,21,113,6
Cc1nn(CC(=O)NCC2CCCO2)c(C)c1[N+](=O)[O-] (configuration not stated),105,-8,-0.3,0.9,-6,1,7,6,104,-17
COc1cc(NC(=O)COC(=O)/C=C/c2ccc(O)c(OC)c2)cc(OC)c1,106,5,-0.1,0.9,-7,13,5,9,94,12
COCCCNC(=O)c1ccc(CN2CCc3ccccc3C2)cc1,98,1,-0.2,0.9,1,5,7,6,98,-6
O=C(O)c1ccc(N2CCS(=O)(=O)CC2)cc1,100,-3,0.0,1,0,-4,4,2,104,-14
O=C(Cn1nnc(-c2ccccc2Cl)n1)NCc1ccc2c(c1)OCO2,94,4,0.0,1,4,-4,2,0,104,.
COCCn1nnnc1C(c1cc2ccc(OC)cc2[nH]c1=O)N1CCc2ccccc2C1 (configuration not stated),98,3,-0.2,0.5,2,-18,12,52*,119,3
CCCn1cc(S(=O)(=O)CC(=O)N2CCc3ccccc32)c2ccccc21,97,11,-0.4,0.6,5,-7,4,35,112,4
Cc1c(C(=O)O)sc(=S)n1-c1ccccc1,101,-4,-0.3,0.6,-1,4,-2,37,100,-3
COc1ccc(C(=O)N2CCN(Cc3cc(OC)c(O)c(OC)c3)CC2)cc1OC,100,-9,-0.4,0.7,0,5,55*,29,100,3
CCOc1cc2nc(-c3ccc(OC)c(OC)c3)nc(N3CCOCC3)c2cc1OC,102,-6,-0.4,1.1,-3,-6,-7,-10,107,2

# Three of the entries above in order of their number in STAT3 act, descending:
SMILES,STAT3 act
COCCn1nnnc1C(c1cc2ccc(OC)cc2[nH]c1=O)N1CCc2ccccc2C1 (configuration not stated),119
Cc1nn(CC(=O)NCC2CCCO2)c(C)c1[N+](=O)[O-] (configuration not stated),104
COCCCNC(=O)c1ccc(CN2CCc3ccccc3C2)cc1,98

# Screening data deposited in PubChem BioAssay by several laboratories.
